High-throughput results deposited in PubChem BioAssay by National Center for Advancing Translational Sciences (NCATS).
GALK inh – galactokinase (human) inhibition; P51570; Purified GALK, Kinase-Glo residual ATP luminescence; Potency, µM (titrated, usually from 57.5 µM), for the others: at the top dose activity change, negative = inhibition, hits mostly inhibitors; actives 0.007% (n = 270,000); AID 1868; note: potency is the fitted concentration of half-maximal effect; % is set by controls: 0 for no effect and ±100 for the full control effect
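GALK at 5 nM final was combined with compound, 35 uM ATP and 100 uM galactose in HEPES pH8.0 with MgCl2 and DTT. The reaction ran one hour at room temperature before luminescent ATP detection.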
Coupling enz – coupling enzyme interference in Giardia aldolase counter-screen. coupling enzyme system counterscreen, AmpLite Red fluorescence. activity change, negative = inhibition, % at 58.2 µM, hits read low. actives 0.67% (n = 290,000). AID 2472; in the data active = activity change below about -30%; note: % is set by controls: 0 for no effect and ±100 for the full control effect
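Activity here indicates interference with the coupling reaction, not aldolase inhibition. Compounds at 57.5 uM final met coupling enzymes for 10 min at RT; substrate and AmpLite Red detection followed, with a 525/598 nm fluorescence read after 20 min.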
MLL CXXC-DNA inh – blocks binding of human MLL CXXC domain to DNA | MLL-CXXC / FITC-HOXA9 DNA fluorescence polarization | actives 0.037% (n = 290,000) | Potency, µM (top dose mostly 115 µM), inactives show top-dose activity change, negative = inhibition, usual class: inhibitors; active = well fitted inhibition curve with a large enough effect in the polarisation, with a control signal flat, not every such curve was filed as active; inconclusive = small, poorly fitted or top-dose-only effect, or effect the other way, or a change in a side signal; inactive = no such curve, though single readings can be large or run the other way; the % refers to the polarisation; note: potency is the fitted concentration of half-maximal effect
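Purified MLL-CXXC (added from a 7 uM solution) was preincubated 5 min at ambient with pinned compounds in 50 mM Tris-HCl pH 7.5, 50 mM NaCl, 1 mM DTT, 0.05% BSA. Fluorescein-labeled HOX-A9 DNA (50 nM solution) followed, 30 min, then polarization read.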
Chronic BCR inh – inhibitors of chronic active B-cell receptor signaling; ABC-DLBCL IkBa-CBG/CBR reporter, luminescence ratio, 4 h; Potency, µM (doses to about 46.1 µM), for the others: at the top dose ratio change, negative = lower green/red ratio, hits mostly inhibitors; actives 0.05% (n = 340,000); active = well fitted inhibition curve with a large enough effect in the signal ratio, with a control signal flat, not every such curve was filed as active; inconclusive = small, poorly fitted or top-dose-only effect, or effect the other way, or a change in a side signal; the % refers to the signal ratio;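 note: potency is the fitted concentration of half-maximal effect; plate controls were basal doxycycline-induced cells for no effect and cells given 10 µM MG132 for full effect; MG132 reads +100%, hits lower the ratio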
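Cell line TMD8 (human ABC DLBCL), stably expressing tet-inducible CBG68-IkBa fusion and CBR; IMDM/0.5% FBS; cpd up to 46 uM; dox induction, 4 h, 37C/5% CO2; dual luminescence; green/red ratio; MG132 control.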
Tb PFK block – T. brucei PFK enzyme inhibition; O15648; T. brucei PFK, ADP-Glo luminescence; Potency, µM (titrated, usually from 57.5 µM), without a hit: at the highest dose activity, negative = inhibition, actives largely listed as inhibitors; actives 0.17% (n = 330,000);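 note: potency is the fitted concentration of half-maximal effect; 0% = uninhibited 1x PFK enzyme wells and -100% = no-enzyme wells; nearly all actives have a fitted effect of over 60% in size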
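Compounds were pin-transferred as a titration series up to 57 uM into substrate buffer (0.5 mM F6P, 0.1 mM ATP, pH 8.0), then 1.25 nM PFK was added and reactions ran 45 min before ADP-Glo detection.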
TCR activator – activators of T cell receptors; primary human leukocytes, anti-CD3, IL-2 HTRF, 48 h; Potency, µM (highest dose often 9.22 µM), without a hit: at the highest dose activation of IL-2 secretion, actives largely listed as activators; 330,000 tested, under 10 active; note: % of control where 0% means no effect
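Readout: HTRF IL-2, Eu-cryptate/d2 antibody pair, 320nm excitation, 665nm emission. Stimulus: a-CD3 beads, no co-stimulation. Cells: primary human leukocytes. Exposure: 48 hr with compound.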
Giardia kill – kills Giardia lamblia. activity change, % at 7.66 µM, hits read low. actives 0.15% (n = 340,000). Giardia lamblia trophozoite viability. AID 540267; in the data active = activity change below about -80%; inconclusive = between about -30% and that limit;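 note: parasites exposed to compound for two days anaerobically before the ATP read; % is set by controls: 0 for no effect and ±100 for the full control effect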
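Each well holds 100 Giardia trophozoites and compound. After two days (48 hrs) at 37 deg C in anaerobic conditions, ATP is quantified by luminescence.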
A-T KAP1 phos – candidate therapy for ataxia-telangiectasia | actives 0.19% (n = 320,000) | AID 485349 | […] A-T fibroblasts, KAP-1 phosphorylation AlphaLISA; neocarzinostatin DNA damage 30 min before lysis | Potency, µM (doses to about 57.5 µM), without a hit: at the highest dose activation, most hits filed as activators; note: potency is the fitted concentration of half-maximal effect; % of control where 0% means no effect; nearly all actives have a fitted effect of over 45% in size
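ATM-like activity read as KAP-1 phosphorylation via AlphaLISA donor/acceptor antibody pairs after lysis and 6 hr at 25C. Cells were ATM-null patient fibroblasts ([…], hTERT), dosed 60 min, then exposed to the DSB inducer NCS for 30 min.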
hERG WT inh – blocks the wildtype human KCNH2 potassium channel | actives 0.37% (n = 340,000) | activity change, % at 1.84 µM | U2OS, BacMam KCNH2, thallium flux FluxOr; hits give low values | Q12809;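 active = maximum activity change below -70%; inconclusive = maximum activity change between -70% and -50%; inactive = maximum activity change above -50%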; note: % is set by controls: 0 for no effect and ±100 for the full control effect
Target sequence (Q12809 whole entry, looked up): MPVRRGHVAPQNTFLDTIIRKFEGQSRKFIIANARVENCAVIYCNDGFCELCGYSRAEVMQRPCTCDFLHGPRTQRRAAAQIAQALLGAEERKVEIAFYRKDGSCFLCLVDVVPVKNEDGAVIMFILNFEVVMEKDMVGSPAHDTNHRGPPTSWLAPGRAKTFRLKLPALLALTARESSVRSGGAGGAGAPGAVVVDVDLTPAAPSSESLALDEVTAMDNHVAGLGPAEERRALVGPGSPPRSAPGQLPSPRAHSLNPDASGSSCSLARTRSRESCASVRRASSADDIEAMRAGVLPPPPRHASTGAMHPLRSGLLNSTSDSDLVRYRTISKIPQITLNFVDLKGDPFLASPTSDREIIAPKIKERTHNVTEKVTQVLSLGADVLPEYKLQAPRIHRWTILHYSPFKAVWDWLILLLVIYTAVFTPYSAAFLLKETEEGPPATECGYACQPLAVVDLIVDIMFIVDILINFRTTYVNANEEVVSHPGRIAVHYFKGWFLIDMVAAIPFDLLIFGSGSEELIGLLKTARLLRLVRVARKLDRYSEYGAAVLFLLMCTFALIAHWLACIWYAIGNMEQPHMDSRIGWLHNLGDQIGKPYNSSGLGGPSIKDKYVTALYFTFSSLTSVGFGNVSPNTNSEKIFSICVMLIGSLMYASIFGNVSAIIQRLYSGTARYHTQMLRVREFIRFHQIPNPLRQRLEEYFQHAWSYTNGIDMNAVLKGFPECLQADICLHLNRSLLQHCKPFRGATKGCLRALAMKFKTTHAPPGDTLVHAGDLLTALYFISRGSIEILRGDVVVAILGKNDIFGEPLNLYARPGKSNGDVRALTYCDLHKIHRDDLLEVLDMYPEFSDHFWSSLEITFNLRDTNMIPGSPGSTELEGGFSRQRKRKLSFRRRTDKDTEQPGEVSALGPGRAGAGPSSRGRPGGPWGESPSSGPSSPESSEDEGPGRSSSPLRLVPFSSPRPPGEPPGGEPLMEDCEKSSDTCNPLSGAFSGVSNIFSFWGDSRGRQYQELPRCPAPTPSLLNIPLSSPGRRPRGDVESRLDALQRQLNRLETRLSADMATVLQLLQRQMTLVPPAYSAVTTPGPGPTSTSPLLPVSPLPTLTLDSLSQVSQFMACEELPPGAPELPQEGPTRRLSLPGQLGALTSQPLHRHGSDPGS
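U2OS cells transduced with wild-type KCNH2 virus are loaded with FluxOr dye for 45 min, and thallium flux is measured in kinetic reads before and after stimulation buffer. Rate constants are normalized to DMSO controls.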
TSHR antag – human thyrotropin receptor antagonism; P16473; TSHR-expressing cells, TSH-stimulated cAMP HTRF, 2 h; hits give low values; activity change, negative = inhibition, % at 11.5 µM; actives 0.2% (n = 330,000); AID 504810;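 active = activity change below a set negative limit, meaning inhibition stronger than a set level, cut at about -70% in these data; inconclusive = activity change between two set negative limits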; note: % is set by controls: 0 for no effect and ±100 for the full control effect
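Antagonism was scored as loss of TSH-driven cAMP in TSHR cells, stimulated with 4nM TSH (EC80) for 2 hours at 37 deg C and detected by homogeneous HTRF competition immunoassay.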
The depositor's hits bear a star; [ ] = remark or other dose. Unless noted, calls come from the whole dose curve; as a rule, active = well fitted curve in the direction sought with a large enough effect; inconclusive = small, poorly fitted or top-dose-only effect, or another doubt; inactive = no such curve, though single readings can be large; an effect the other way counts as inactive or inconclusive.

`N#Cc1cc2c(nc1SCc1ccccc1)CCCCC2` gave GALK inh -2%, Coupling enz 3, MLL CXXC-DNA inh inconclusive, Chronic BCR inh 2%, Tb PFK block 5%, TCR activator -9%, Giardia kill 2, A-T KAP1 phos 15%, hERG WT inh -6 and TSHR antag -9.
`O=C(NCC1COc2ccccc2O1)C1CCN(S(=O)(=O)c2ccc(Cl)cc2)CC1` (stereo not drawn) gave Chronic BCR inh 4%, Tb PFK block -2%, Giardia kill 6, A-T KAP1 phos 4%, hERG WT inh -10 and TSHR antag 3.
For O=C(CSc1nnc(-c2cccs2)n1-c1ccccc1)NCc1ccco1 the results were GALK inh -2%, Coupling enz 4, MLL CXXC-DNA inh 8%, Chronic BCR inh 11%, Tb PFK block 0%, Giardia kill 8, A-T KAP1 phos 13%, hERG WT inh 2 and TSHR antag -3.
Screening FC(F)(F)c1cc(-c2ccccc2)nc(NCc2cccs2)n1 returned Coupling enz -1, MLL CXXC-DNA inh 11%, Chronic BCR inh 4%, Tb PFK block -2%, TCR activator -9%, Giardia kill 10, A-T KAP1 phos inconclusive, hERG WT inh -15 and TSHR antag -1.
Screening Cc1cc(Cl)cc2sc(NC(=O)c3ccco3)nc12 returned Coupling enz 0, Chronic BCR inh inconclusive, Tb PFK block 0%, TCR activator 0%, Giardia kill -24, A-T KAP1 phos 6%, hERG WT inh 5 and TSHR antag -8.
For CCCc1c(C)c2cccc(C)c2[nH]c1=O the results were GALK inh 3%, Coupling enz 0, MLL CXXC-DNA inh 5%, Chronic BCR inh -8%, Tb PFK block 1%, TCR activator -4%, Giardia kill 13, A-T KAP1 phos -3%, hERG WT inh -14 and TSHR antag -10.
Screening COc1ccc(N(Cc2cc3cc(OC)ccc3[nH]c2=O)S(C)(=O)=O)cc1 returned GALK inh 0%, Coupling enz 0, MLL CXXC-DNA inh 13%, Chronic BCR inh inconclusive, Tb PFK block 9%, Giardia kill 9, A-T KAP1 phos -1%, hERG WT inh 3 and TSHR antag -1.
For CC1(c2cccc(Br)c2)NC(=O)NC1=O (stereo not drawn) the results were GALK inh 7%, Coupling enz 0, MLL CXXC-DNA inh 4%, Chronic BCR inh 4%, Tb PFK block -2%, TCR activator -2%, Giardia kill 28, A-T KAP1 phos 5%, hERG WT inh 4 and TSHR antag 0.
Screening CCCCCCc1nc2c(=O)[nH]c3ccccc3c2o1 returned GALK inh 1%, Coupling enz 3, MLL CXXC-DNA inh 10%, Chronic BCR inh inconclusive, Tb PFK block -3%, Giardia kill -6, A-T KAP1 phos -4%, hERG WT inh 3 and TSHR antag -1.
`CS(=O)(=O)Nc1nnc(SCC(=O)N(c2ccccc2)c2ccccc2)s1` gave GALK inh 3%, Coupling enz 13, MLL CXXC-DNA inh 4%, Chronic BCR inh 2%, Tb PFK block 0%, TCR activator 2%[46.1 µM], Giardia kill 3, A-T KAP1 phos 6%, hERG WT inh -6 and TSHR antag -2.
Screening Cc1oc2ccc(OCc3ccccc3Cl)cc2c1C(=O)O returned GALK inh -2%, Coupling enz -9, MLL CXXC-DNA inh 41%[activator], Chronic BCR inh inconclusive, Tb PFK block 3%, TCR activator -4%, Giardia kill -2, A-T KAP1 phos 1%, hERG WT inh -1 and TSHR antag -8.
For CCCSc1nc2c(cnn2-c2ccc(C)c(C)c2)c(=O)[nH]1 the results were GALK inh 2%, Coupling enz 2, MLL CXXC-DNA inh 7%, Chronic BCR inh 1%, Tb PFK block -1%, TCR activator -7%, Giardia kill inconclusive, A-T KAP1 phos 12%, hERG WT inh 4 and TSHR antag 8.
CN(Cc1cccnc1)C(=O)Cc1ccc(NS(=O)(=O)c2cccc(C(F)(F)F)c2)cc1 was read as GALK inh 5%, Coupling enz -2, MLL CXXC-DNA inh -2%, Chronic BCR inh 3%, Tb PFK block 0%, TCR activator 1%, Giardia kill -3, A-T KAP1 phos 2%, hERG WT inh -3 and TSHR antag 9.
For c1ccc(CSc2ccc(-c3ccco3)nn2)cc1 the results were GALK inh -2%, Coupling enz 0, MLL CXXC-DNA inh 11%, Chronic BCR inh -3%, Tb PFK block -6%, TCR activator -6%[46.1 µM], Giardia kill -16, A-T KAP1 phos 6%, hERG WT inh -3 and TSHR antag 1.
CN(C)C(=S)Nc1ccc2c(c1)OCO2 was read as GALK inh -1%, Coupling enz 1, MLL CXXC-DNA inh -13%, Chronic BCR inh 0%, Tb PFK block -20%, TCR activator -4%, Giardia kill 13, A-T KAP1 phos 2%, hERG WT inh 1 and TSHR antag -5.
`COc1ccccc1CNC(=O)C1CCCN(S(C)(=O)=O)C1` (stereo not drawn) gave GALK inh 0%, Coupling enz 0, MLL CXXC-DNA inh 0%, Giardia kill 5 and hERG WT inh 6.
For CCN(CC)c1nc(-c2ccccc2)nc2ccccc12 the results were GALK inh 8%, Coupling enz -1, MLL CXXC-DNA inh 4%, Chronic BCR inh 1%, Tb PFK block -3%, TCR activator 4%, Giardia kill 0, A-T KAP1 phos 9%, hERG WT inh 0 and TSHR antag 1.
CC1(C)C2CCC1(C)C(OCCNCCOC(=O)Nc1ccccc1)C2 (stereo not drawn) was read as GALK inh -1%, Coupling enz 1, MLL CXXC-DNA inh -6%, Chronic BCR inh 5%, Tb PFK block 2%, TCR activator 1%, Giardia kill -10, A-T KAP1 phos 0%, hERG WT inh -1 and TSHR antag -4.
For CN1C(=O)/C(=C2\SC(=S)N(NC(=O)c3cccnc3)C2=O)c2ccccc21 the results were GALK inh 3%, Coupling enz -8, MLL CXXC-DNA inh -19%, Chronic BCR inh inconclusive, Tb PFK block 19%, Giardia kill 4, A-T KAP1 phos 1%, hERG WT inh -7 and TSHR antag -6.
`COC(=O)c1cc(C(=O)OC)cc(N2C(=O)CC(NNC(=O)c3ccccc3Cl)C2=O)c1` (stereo not drawn) gave GALK inh 1%, Coupling enz 3, MLL CXXC-DNA inh 6%, Chronic BCR inh inconclusive, Tb PFK block 0%, TCR activator 2%[46.1 µM], Giardia kill 6, A-T KAP1 phos 1%, hERG WT inh -4 and TSHR antag -4.

Looked up by compound from above, two records:
CN(Cc1cccnc1)C(=O)Cc1ccc(NS(=O)(=O)c2cccc(C(F)(F)F)c2)cc1 was read as GALK inh 5%, Coupling enz -2, MLL CXXC-DNA inh -2%, Chronic BCR inh 3%, Tb PFK block 0%, TCR activator 1%, Giardia kill -3, A-T KAP1 phos 2%, hERG WT inh -3 and TSHR antag 9.
For c1ccc(CSc2ccc(-c3ccco3)nn2)cc1 the results were GALK inh -2%, Coupling enz 0, MLL CXXC-DNA inh 11%, Chronic BCR inh -3%, Tb PFK block -6%, TCR activator -6%[46.1 µM], Giardia kill -16, A-T KAP1 phos 6%, hERG WT inh -3 and TSHR antag 1.

Next entries:
Screening CCOC(=O)C1CCCN(C(=O)Cn2ncc3c([nH]c4ccccc43)c2=O)C1 (stereo not drawn) returned GALK inh 10%, Coupling enz -4, MLL CXXC-DNA inh 10%, Chronic BCR inh inconclusive, Tb PFK block -1%, TCR activator 1%, Giardia kill 16, A-T KAP1 phos 4%, hERG WT inh 2 and TSHR antag -4.
Screening O=C(Cn1nnc(-c2ccccc2)n1)N1CCN(S(=O)(=O)c2ccc(Cl)cc2)CC1 returned GALK inh 0%, Coupling enz 7, MLL CXXC-DNA inh 3%, Chronic BCR inh 23%, Tb PFK block -1%, Giardia kill -7, A-T KAP1 phos -4%, hERG WT inh -1 and TSHR antag -6.
For CCOc1ccc(N(CC(=O)N2CCC(Cc3ccccc3)CC2)S(C)(=O)=O)cc1 the results were GALK inh 3%, Coupling enz 0, MLL CXXC-DNA inh -6%, Chronic BCR inh -11%, Tb PFK block -5%, TCR activator -2%, Giardia kill -5, A-T KAP1 phos 16%, hERG WT inh -2 and TSHR antag 11.
COC(=O)CSc1nc2ccc(C)cc2[nH]1 was read as GALK inh 2%, MLL CXXC-DNA inh 8%, Chronic BCR inh -3%, Tb PFK block -1%, TCR activator 0%, Giardia kill -4, A-T KAP1 phos -1%, hERG WT inh -5 and TSHR antag 0.
`Cc1cc(C(=O)CSc2nnc(NCc3ccccc3)s2)c(C)n1C` gave GALK inh 0%, Coupling enz 1, MLL CXXC-DNA inh -15%, Chronic BCR inh -7%, Tb PFK block -4%, TCR activator -2%, Giardia kill 10, A-T KAP1 phos 1%, hERG WT inh -4 and TSHR antag 9.
C=C(C)CNC(=S)N=Nc1c(O)[nH]c2ccc([N+](=O)[O-])cc12 was read as GALK inh 13%, Coupling enz 0, MLL CXXC-DNA inh -5%, Chronic BCR inh inconclusive, Tb PFK block 4%, TCR activator 7%, Giardia kill -15, A-T KAP1 phos 3%, hERG WT inh -12 and TSHR antag -2.
`O=C(O)c1ccc(-c2nc(-c3ccccc3)c(-c3ccccc3)[nH]2)cc1` gave GALK inh 0%, Coupling enz 12, MLL CXXC-DNA inh 37%[activator], Chronic BCR inh inconclusive, Tb PFK block -1%, TCR activator 1%[46.1 µM], Giardia kill -6, A-T KAP1 phos 5%, hERG WT inh 0 and TSHR antag -15.

An unsorted share of the library. About 1.6% of those tested had a hit in this group.
